HT1080 IDH1KD tx: qHTS for induction of synthetic lethality in tumor cells producing 2HG: qHTS for the HT-1080-IDH1KD cell line. HT-1080 IDH1 knockdown viability, ATP luminescence, 48 h. Potency, µM (titrated, usually from 46.1 µM), inactives show top-dose activity, negative = toxicity, actives largely listed as cytotoxic. 360,000 tested, 2% active;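 note: 0% = DMSO wells and -100% = cell-free medium wells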
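Viability of IDH1-knockdown HT-1080 fibrosarcoma cells was assessed by CellTiter-Glo after 48 h at 37 °C with titrated compound; concentration-effect curves were classified by fit quality and response size.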
GLP1R cytotox: qHTS of GLP-1 Receptor Inverse Agonists: Cytotox Screen | HEK293 cAMP-luciferase reporter cells, luminescence, 24 h | Potency, µM (series often up to 38.3 µM), for inactives: top-dose activity change, negative = inhibition, usual class: inhibitors | 410,000 tested, 0.13% active | AID 624418, 2012;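 note: loss of luciferase light is scored as toxicity; % is set by controls: 0 for no effect and ±100 for the full control effect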
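1536-well qHTS counterscreen of the MLSMR; 200 cells/uL, 12 h pre-incubation, 23 nL cpd, 24 h at 37 deg C 5% CO2, luciferase detection reagent, 12 min RT, luminescence. Inhibition = undesired.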
GLP1R ag: qHTS of GLP-1 Receptor Agonists; HEK293 GLP-1R CRE-luciferase, luminescence, 4-6 h; cells express a hypersensitive GLP-1R form; 380,000 tested, 0.007% active; Glucagon-like peptide 1 receptor (Homo sapiens), P43220; AID 624172, 2012; Potency, µM (doses to about 45.6 µM), inactives show at the highest dose activation, hits mostly activators; note: % of control where 0% means no effect
Target sequence (P43220 whole entry, looked up): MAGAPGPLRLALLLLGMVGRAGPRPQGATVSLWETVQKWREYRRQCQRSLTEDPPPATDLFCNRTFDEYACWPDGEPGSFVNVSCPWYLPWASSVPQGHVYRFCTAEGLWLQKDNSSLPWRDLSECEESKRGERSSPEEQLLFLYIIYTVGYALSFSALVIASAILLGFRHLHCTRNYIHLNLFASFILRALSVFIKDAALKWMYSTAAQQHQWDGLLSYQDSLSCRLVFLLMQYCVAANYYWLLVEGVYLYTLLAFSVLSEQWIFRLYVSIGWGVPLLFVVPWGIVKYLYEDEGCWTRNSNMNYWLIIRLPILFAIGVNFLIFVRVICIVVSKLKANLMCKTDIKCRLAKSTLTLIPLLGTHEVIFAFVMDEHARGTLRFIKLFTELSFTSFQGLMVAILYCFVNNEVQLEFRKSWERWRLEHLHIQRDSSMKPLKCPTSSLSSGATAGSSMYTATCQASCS
SW480 rereplic: A quantitative high throughput screen for small molecules that induce DNA re-replication in SW480 colon adenocarcinoma cells; SW480 DNA re-replication, Hoechst DNA content imaging, 48 h; Potency, µM (top dose mostly 46.1 µM), inactives show top-dose re-replication activation, most hits filed as activators; 340,000 tested, 1.8% active; AID 624297, 2012; note: % of control where 0% means no effect; nearly all actives have a fitted effect of over 55% in size
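Compounds, transferred as 23 nL by pin tool, were incubated with cells for 48 hr; DNA content per nucleus was then quantified by Hoechst staining and fluorescence plate imaging.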
KB-V1 MDR tox: qHTS assay for MDR1-selective chemotherapeutics: Primary screen using the drug-selected MDR subline cells KB-V1 | 400,000 tested, 3.4% active | KB-V1 MDR cells viability, CellTiter-Glo, 72 h | Potency, µM (top dose mostly 46.1 µM), without a hit: at the top dose activity change, negative = cytotoxicity, usual class: cytotoxic; note: % is set by controls: 0 for no effect and ±100 for the full control effect; nearly all actives have a fitted effect of over 60% in size
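Drug-selected KB-V1 cells, grown in DMEM lacking phenol red with 10% FBS, receive compound titrations; after three days at 37 degrees C, surviving cell ATP is quantified by CellTiter-Glo luminescence and responses normalized and curve-fitted.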
TDP43 rescue: qHTS of TDP-43 Inhibitors. TDP-43 expressing yeast growth rescue, BacTiter-Glo, 24 h. Potency, µM (series often up to 46.1 µM), without a hit: at the top dose growth rescue (activation), hits mostly activators. 410,000 tested, 1.8% active. AID 652104, 2013; note: % of control where 0% means no effect; nearly all actives have a fitted effect of over 50% in size
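Cell-based yeast growth screen: TDP-43 expression induced in galactose, inoculum OD600=0.02 after raffinose pregrowth to mid-log. Read-out BacTiter-Glo luminescence at 24 hr, 30 deg C; inhibition of toxicity seen as signal increase.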
KB-3-1 cytotox: qHTS assay for MDR1-selective chemotherapeutics: Primary screen using the parental adenocarcinoma cell KB-3-1; Potency, µM (titrated, usually from 46.1 µM), for inactives: at the top dose activity change, negative = cytotoxic, usual class: cytotoxic; 400,000 tested, 1.4% active; KB-3-1 viability, CellTiter-Glo ATP luminescence, 72 h; note: % is set by controls: 0 for no effect and ±100 for the full control effect; nearly all actives have a fitted effect of over 60% in size
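KB-3-1 parental drug-naive adenocarcinoma cells in DMEM/10% FBS, incubated 72 h at 37 C with pin-transferred compounds across a concentration series. Viability by CellTiter-Glo luminescence; concentration-response curves fitted after normalization.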
HT1080-NT tox: qHTS for induction of synthetic lethality in tumor cells producing 2HG: qHTS for the HT-1080-NT fibrosarcoma cell line | HT-1080-NT fibrosarcoma viability, CellTiter-Glo ATP luminescence, 48 h | 360,000 tested, 1.6% active | AID 686970, 2013 | Potency, µM (top dose mostly 46.1 µM), without a hit: top-dose activity, negative = less viability, most hits filed as cytotoxic;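 note: NT is the 2HG producing partner of a matched IDH1 knockdown line; 0% = DMSO-treated cells and -100% = media-only wells without cells; nearly all actives have a fitted effect of over 55% in size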
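HT-1080-NT; 750 cells/well; 5% FBS RPMI; 48 h compound, 37 degrees C; CellTiter-Glo luminescence; curve fitting and curve-class assignment.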
GLP-1R inv ag: qHTS of GLP-1 Receptor Inverse Agonists (Inhibition Mode); Glucagon-like peptide 1 receptor (Homo sapiens), P43220; HEK293 GLP-1R CRE-luciferase, luminescence, 24 h; GLP-1R form is constitutively active; Potency, µM (doses to about 38.3 µM), for the others: at the highest dose activity change, negative = inhibition, usual class: inhibitors; 410,000 tested, 1.6% active; note: % is set by controls: 0 for no effect and ±100 for the full control effect; nearly all actives have a fitted effect of over 55% in size
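Seeding at 200 cells/uL, 12 h culture, 24 hr compound treatment, then luciferase reagent and a luminescence read; cells are HEK293 stably expressing a constitutively active GLP-1R plus cAMP-responsive luciferase.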
* marks the source's active call; other numbers are inactive results; u = inconclusive; x = no result given; & = joins results of further samples; [ ] = another dose, or the depositor's remark. Calls come from the whole dose curve; as a rule, active = well fitted curve in the direction sought with a large enough effect; inconclusive = small, poorly fitted or top-dose-only effect, or another doubt; inactive = no such curve, though single readings can be large; an effect the other way counts as inactive or inconclusive. Potency is the fitted concentration of half-maximal effect. Compounds were not picked by outcome. Share with any hit: about 9.4%.

SMILES	HT1080 IDH1KD tx	GLP1R cytotox	GLP1R ag	SW480 rereplic	KB-V1 MDR tox	TDP43 rescue	KB-3-1 cytotox	HT1080-NT tox	GLP-1R inv ag
CCCCCC(=O)N1C[C@H](n2cc(COC(=O)c3ccccc3)nn2)[C@@H](O)C[C@@H]1c1ccccc1	18%	-14%	0%	x	9%	0%	15%	12%	-11%
Cc1ccc(S(=O)(=O)CC(=O)c2ccc(C)c([N+](=O)[O-])c2)cc1	1%	53%[activator]	4%	-6%[9.22 µM]	5%	10%	-4%	-1%	8%
CCOC(=O)C1[C@H]2C(=O)N(CCCOC)C[C@]23C=C[C@H]1O3 (some centres undefined)	7%	-7%	-9%	5%	1%	-18%	0%	6%	0%
CN(Cc1cccnc1)C(=O)c1ccc(Cl)c(NS(=O)(=O)c2ccc(F)cc2)c1	-8%	2%	4%	0%	-18%	-7%	-2%	-6%	7%
CC(=O)OC(C(=O)NC1CCCCC1)c1ccccc1Cl (centres undefined)	13%	1%	-11%	10%	-2%	14%	1%	6%	-4%
COc1cc(C(=O)O)cc(Br)c1OC1CCCC1	5%	15%	0%	-7%	-7%	u	0%	7%	-20%
CCCCN(C(=O)c1ccccc1F)c1c(N)n(CCC)c(=O)[nH]c1=O	0%	-11%	0%	-10%	0%	-2%	-6%	3%	-16%
O=C(NC1CCCC1)C1CCN(C(=O)c2cccc(Cl)c2)CC1	9%	13%	11%	1%	u	3%	5%	5%	-15%
CCn1cc(C(=O)NCc2ccco2)c(=O)c2cc(S(=O)(=O)N3CCC(C)CC3)ccc21	u	-20%	-3%	4%	5.8µM*	-34%[inhibitor]	u	u	-23%
COc1ccc(Cn2nnc(C(=O)Nc3cc(OC)ccc3OC)c2N)cc1	x	-1%	2%	x	0%	-18%	u	x	11%
O=C(CN1C2CCC1CC(NC(=O)C1CC1)C2)NCc1ccccc1 (centres undefined)	9%	-2%	-6%	-1%	12%	-4%	22%	9%	2%
Cc1ccc(NC(=O)Cn2ccsc2=N)cc1S(=O)(=O)N(C)C	9%	-23%	-6%	-1%	0%	-8%[0.397 µM]	-6%	4%	u
CCOc1ccc(N2C(=O)C(CC(=O)Nc3ccc(F)cc3)N(Cc3ccccn3)C2=S)cc1 (centres undefined)	u	-5%	13%	-7%	-6%	-8%	-10%	-25%	10µM*
CCOC(=O)C1(CCOC)CCN(CC(C)Cc2ccc3c(c2)OCO3)CC1 (centres undefined)	0%	-15%	2%	-6%	-7%	-12%	5%	2%	-30%
C=C1CCN(c2ccc(C(=O)NCc3ccc(OC)cc3)cc2[N+](=O)[O-])CC1	-4%	0%	4%	25%	-5%	-1%	0%	-16%	u
COc1ccccc1C(=O)Oc1ccc2ccc(=O)oc2c1	5%	414%[activator]	12%	-4%	-15%	-34%[inhibitor]	21%	-8%	6%
COc1ccc(/C=N/NC(=O)c2cccnc2)cc1CN1CCc2cc(OC)c(OC)cc2C1C (centres undefined)	-12%	1%	3%	-6%	-15%	9%[9.22 µM]	21%	-13%	-30%
CCOC(=O)C1CCN(C(=O)Cc2ccc(C)cc2)CC1	1%	2%	0%	-3%[9.22 µM]	-11%	-11%	-8%	1%	-6%
O=C(Cn1ncc2c3ccccc3n(Cc3ccccc3)c2c1=O)NCc1ccccn1	0%	-4%&-4%	1%	-5%	-2%&13%	-20%&25%	7%&9%	-3%	3%&7%
CC(C)OC(=O)c1cc2c(=O)[nH]c(C(Cl)(Cl)Cl)nc2o1	-3%	-11%	-4%	2%	-6%	-3%	-4%	0%	-12%
Cc1cccc(NC(=O)c2cc(Cl)nc3ccccc23)n1	-3%	0%	5%	u	u	15%	-4%	5%	14%
COC(=O)c1c(CSc2ccc(C)c(C)c2)noc1C(=O)NCc1ccc(OC)cc1	-3%	9%	2%	-1%	-2%	3%	-6%	-12%	u
Cc1ccc(NC(=O)COc2cccc(-n3cnnn3)c2)cc1S(=O)(=O)N1CCOCC1	-4%	-21%	7%	4%	-8%	-4%	-14%	-2%	8%
CCCN(CC(=O)Nc1ccccc1C)C(=O)CSc1ccccc1C	1%	1%	17%	-7%	3%	19%	2%	0%	u
CC(C)N1CC(C(=O)Nc2ccc(Cl)c(Cl)c2)CC1=O (centres undefined)	-2%	-16%	4%	4%	0%	-11%	9%	-4%	u

Ordered by SMILES length (rising): part of the list above.
SMILES	HT1080 IDH1KD tx	GLP1R cytotox	GLP1R ag	SW480 rereplic	KB-V1 MDR tox	TDP43 rescue	KB-3-1 cytotox	HT1080-NT tox	GLP-1R inv ag
Cc1cccc(NC(=O)c2cc(Cl)nc3ccccc23)n1	-3%	0%	5%	u	u	15%	-4%	5%	14%
O=C(CN1C2CCC1CC(NC(=O)C1CC1)C2)NCc1ccccc1 (centres undefined)	9%	-2%	-6%	-1%	12%	-4%	22%	9%	2%
COc1ccc(/C=N/NC(=O)c2cccnc2)cc1CN1CCc2cc(OC)c(OC)cc2C1C (centres undefined)	-12%	1%	3%	-6%	-15%	9%[9.22 µM]	21%	-13%	-30%

Complete entries, quoted from the list. Screens in order: HT1080 IDH1KD tx	GLP1R cytotox	GLP1R ag	SW480 rereplic	KB-V1 MDR tox	TDP43 rescue	KB-3-1 cytotox	HT1080-NT tox	GLP-1R inv ag
CCCN(CC(=O)Nc1ccccc1C)C(=O)CSc1ccccc1C is listed as 1%	1%	17%	-7%	3%	19%	2%	0%	u
C=C1CCN(c2ccc(C(=O)NCc3ccc(OC)cc3)cc2[N+](=O)[O-])CC1 is listed as -4%	0%	4%	25%	-5%	-1%	0%	-16%	u
COc1ccc(/C=N/NC(=O)c2cccnc2)cc1CN1CCc2cc(OC)c(OC)cc2C1C (centres undefined) is listed as -12%	1%	3%	-6%	-15%	9%[9.22 µM]	21%	-13%	-30%

Taken from above.
HT1080 IDH1KD tx, `CCOC(=O)C1[C@H]2C(=O)N(CCCOC)C[C@]23C=C[C@H]1O3` (some centres undefined) stands at 7%
GLP1R ag, `Cc1ccc(NC(=O)COc2cccc(-n3cnnn3)c2)cc1S(=O)(=O)N1CCOCC1` stands at 7%
GLP1R cytotox, `CCn1cc(C(=O)NCc2ccco2)c(=O)c2cc(S(=O)(=O)N3CCC(C)CC3)ccc21` stands at -20%
SW480 rereplic, `O=C(CN1C2CCC1CC(NC(=O)C1CC1)C2)NCc1ccccc1` (centres undefined) stands at -1%

(cont.)
SMILES	HT1080 IDH1KD tx	GLP1R cytotox	GLP1R ag	SW480 rereplic	KB-V1 MDR tox	TDP43 rescue	KB-3-1 cytotox	HT1080-NT tox	GLP-1R inv ag
O=[N+]([O-])c1ccc(C2CCCC/C2=N\OCc2cccc(F)c2)c([N+](=O)[O-])c1 (centres undefined)	-3%	21%	-4%	1%	10µM*	0%	-4%	-6%	10µM*
CSc1nccc(N2CCN(c3ccc(F)cc3)CC2)n1	-30%	5%	17%	-1%	u	-8%[0.397 µM]	-18%	-7%	13%
CS(=O)(=O)N(CC(=O)Nc1cccc([N+](=O)[O-])c1)c1ccccc1	-2%	0%	0%	-4%	-18%	20%	-18%	2%	-6%
Cc1ccc(C(=O)CC2(O)C(=O)N(Cc3ccccc3Cl)c3ccccc32)o1 (centres undefined)	-24%	-9%	3%	-3%	-29%	12%	-2%	0%	u
CC[C@]12c3[nH]c4cc(CCC(=O)N(C)C)ccc4c3CCN1C(=O)[C@@H](CC(=O)NC(C)(C)C)C[C@@H]2C(=O)N1CCN(C(=O)c2ccco2)CC1	11%	-15%	-3%	-18%	19%	14%	12%	6%	2%
Cc1ccnc(NC(=O)CCC(=O)N(CC(=O)NCc2ccccc2)Cc2ccc(F)cc2)c1	16%	7%	13%	-14%	-4%	-11%	16%	19%	u
CCc1csc(CNC(=O)C2CCC(=O)N(Cc3cccc(OC)c3)C2)n1 (centres undefined)	-2%	-25%	8%	x	13%	16%	2%	-1%	-4%
O=C(CSc1nnc(-c2c[nH]c3ccccc23)o1)N(Cc1ccccc1)c1ccc(F)cc1	-29%[9.24 µM]	-5%	1%	-8%	12µM*	-19%	-22%	u	u
COc1ccc(CN2CCN(C(=O)c3ccc(S(=O)(=O)N4CCCCCC4)cc3)CC2)cc1	-28%	6%	1%	15%	2.3µM*	3%	8.2µM*	16µM*	u
Cc1cc(Cn2nc(-c3ccccc3C)cc2C(=O)O)on1	5%	-4%	-6%	1%	u	13%	18%	1%	6%
Cc1ccccc1C(=O)N1CCC(C(=O)N2CCCc3ccccc32)CC1	11%	-16%	-22%	0%	u	0%	-1%	1%	-10%
O=C(COc1ccccc1F)NNC(=O)c1cccc(-n2cccc2)c1	1%	9%	-2%	0%	-12%	-6%	-4%	-5%	-26%
CN(Cc1nccs1)C(=O)CC1C(=O)NCCN1Cc1ccc(-c2ccccc2)cc1 (centres undefined)	-1%	-10%	8%	-17%	-1%	-2%	17%	-1%	13%
O=C(COC(=O)COc1ccc(Cl)cc1Cl)NC1CCCCCC1	-1%	-6%	2%	-33%[inhibitor]	4%	7%	13%	2%[9.24 µM]	1%
COc1ccc(C(=O)CC(=O)C(=O)Nc2ccc(Cl)cc2)cc1	u	1%	7%	20%	1%	-24%	8%	-2%	-15%
